N370S GC: inhibits or activates N370S mutant glucocerebrosidase; actives 0.092% (n = 330,000); Potency, µM (series often up to 59.4 µM), inactives show top-dose activity change, negative = inhibition, hits mostly inhibitors; P04062; N370S GC spleen homogenate, 4MU-glucoside fluorescence;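 note: 0% = full enzyme activity and -100% = no enzyme basal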
FEN1 inh: human FEN1 inhibition | P39748 | Recombinant FEN1 flap cleavage, fluorescence, 15 min | Potency, µM (top dose mostly 114 µM), inactives show top-dose activity change, negative = inhibition, usual class: inhibitors | actives 0.35% (n = 390,000) | AID 588795; note: nearly all actives have a fitted effect of over 65% in size
Target sequence (P39748 whole entry, looked up): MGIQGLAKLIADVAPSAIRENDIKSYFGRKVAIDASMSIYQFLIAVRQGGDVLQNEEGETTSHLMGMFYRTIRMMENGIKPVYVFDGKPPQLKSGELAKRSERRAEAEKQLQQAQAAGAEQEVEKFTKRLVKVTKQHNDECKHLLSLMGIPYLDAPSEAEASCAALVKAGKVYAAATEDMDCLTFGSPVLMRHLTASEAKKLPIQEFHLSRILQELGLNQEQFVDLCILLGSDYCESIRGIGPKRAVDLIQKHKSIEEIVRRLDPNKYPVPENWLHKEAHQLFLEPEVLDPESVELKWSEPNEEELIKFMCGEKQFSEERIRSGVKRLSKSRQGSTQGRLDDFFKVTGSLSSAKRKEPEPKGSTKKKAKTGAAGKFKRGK
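Potency values derive from four-parameter Hill fits of normalized qHTS data. The reaction used 10 nM FEN1 preincubated 15 min at room temperature with compound, then 50 nM DNA substrate, read at 0 and 15 min.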
TDP1 inh: TDP1 (human) enzyme inhibition | AID 485290 | recombinant TDP1, AlphaScreen DNA substrate cleavage | Potency, µM (series often up to 130 µM), inactives show at the top dose activity change, negative = inhibition, usual class: inhibitors | actives 0.28% (n = 350,000) | Q9NUW8; note: nearly all actives have a fitted effect of over 40% in size
Target sequence (Q9NUW8 whole entry, looked up): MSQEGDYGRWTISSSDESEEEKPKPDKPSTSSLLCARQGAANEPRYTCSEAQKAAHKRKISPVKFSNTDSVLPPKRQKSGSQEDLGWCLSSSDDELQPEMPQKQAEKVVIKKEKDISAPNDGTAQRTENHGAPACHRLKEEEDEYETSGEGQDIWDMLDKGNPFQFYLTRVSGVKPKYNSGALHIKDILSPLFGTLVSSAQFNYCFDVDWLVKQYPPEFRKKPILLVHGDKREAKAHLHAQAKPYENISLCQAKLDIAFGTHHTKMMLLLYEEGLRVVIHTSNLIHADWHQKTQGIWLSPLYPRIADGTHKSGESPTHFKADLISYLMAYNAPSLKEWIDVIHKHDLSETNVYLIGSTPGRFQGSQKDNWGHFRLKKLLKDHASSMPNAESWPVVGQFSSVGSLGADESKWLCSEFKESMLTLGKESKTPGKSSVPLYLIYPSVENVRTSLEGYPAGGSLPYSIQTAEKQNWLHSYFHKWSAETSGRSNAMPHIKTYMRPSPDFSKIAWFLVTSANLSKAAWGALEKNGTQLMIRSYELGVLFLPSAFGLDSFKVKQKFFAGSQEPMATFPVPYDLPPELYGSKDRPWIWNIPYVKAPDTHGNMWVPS
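Enzyme-compound mixtures sat 15 min at room temperature, followed by a 5 min reaction with 15 nM final substrate and 10 min with AlphaScreen beads. Recombinant human Tdp1 was used at 1 nM final.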
The depositor's hits bear a star; ? = inconclusive; / = not tested or not shown; [ ] = another dose, or the depositor's remark. Calls come from the whole dose curve; as a rule, active = well fitted curve in the direction sought with a large enough effect; inconclusive = small, poorly fitted or top-dose-only effect, or another doubt; inactive = no such curve, though single readings can be large; an effect the other way counts as inactive or inconclusive. Unless noted, % is set by controls: 0 for no effect and ±100 for the full control effect; potency is the fitted concentration of half-maximal effect.

SMILES	N370S GC	FEN1 inh	TDP1 inh
COC(=O)C1=C(C(=O)c2ccc(C)cc2)C(c2ccc(O)c(OC)c2)n2nnnc2N1 (stereo not drawn)	?	8%	0%
COc1cc(C(=O)n2nc(-c3ccco3)nc2NCc2ccc(Cl)cc2)cc(OC)c1OC	/	16%	2%
CC12C=C(/C=C/CCc3ccco3)C(C)(C1)C(CCc1ccco1)CC2=O (stereo not drawn)	-3%[12.8 µM]	/	?
Cc1cc(Br)ccc1NC(=O)CN(C)C(=O)C1=COCCO1	/	18%	-2%
CCCN(CC(=O)Nc1ccc(C(N)=O)cc1)CC(=O)Nc1ccc(F)c(F)c1F	-3%	-13%	/
Cc1ccc(C(=O)NCCc2csc(-c3cccnc3)n2)cc1	5%	-3%	2%
Cc1ccc(CNC(=O)c2sc3nc4c(c(C(F)(F)F)c3c2N)CCC4)cc1	-29%	-5%	5%
C=CCSc1nnc(-c2ccc([N+](=O)[O-])cc2)o1	0%	17%	4%
COc1ccc(C(=O)Nc2ccccc2C(=O)NC(C(=O)NCc2ccco2)C(C)C)cc1 (stereo not drawn)	5%	10%	1%
CCOC(=O)c1[nH]c2ccc(OC)cc2c1NS(=O)(=O)c1ccc(Cl)s1	-1%	-1%	-3%
O=C(NCc1ccccn1)Nc1ccc(F)cc1F	-4%	-11%	/
C/C(CC(=O)Nc1ccc2c(c1)OCO2)=N\NC(=O)c1ccc(N)cc1	5%	-8%	/
COc1ccccc1N1CCN(CC2CN3C(=O)N(C)c4ccccc4C3=N2)CC1 (stereo not drawn)	1%	/	9%
Cc1nc(C)c(C)nc1C	5%	/	3%
Cc1cc(-c2nnc3n2N=C(C(C)(C)C)CS3)n[nH]1	2%	-1%	4%
COc1ccc(CCNC(=O)c2cc(-c3ccncc3)nc3c(Cl)cccc23)cc1OC	0%	0%	0%
CC1=C/C(=C(/c2ccc(O)c(C)c2)c2ccccc2S(=O)(=O)O)C=CC1=O	/	?	11%
Cc1cccc(N2CCN(C(=O)c3cccc(-n4c(C)nc5cccnc54)c3)CC2)c1C	/	13%	3%
CCN(CC)CCN1C(=O)C(=O)/C(=C(/O)c2ccc(C)cc2)C1c1ccncc1 (stereo not drawn)	5%	/	2%
CC(=O)Nc1ccc(SCC(=O)c2cc(C)n(-c3ccccc3)c2C)cc1	-12%	0%	7%
COCCNc1cc(C)nc2ccccc12	15%	-2%	3%
CC(=O)c1ccc(N2CCN(C(=O)c3ccc(S(=O)(=O)NCc4ccco4)cc3)CC2)cc1	/	-3%	3%
O=C(CCCNS(=O)(=O)c1ccc(F)cc1)Nc1ccc(F)cc1	-9%	12%	/
COc1ccc(C(=O)Cn2c(NCCO)nc3ccccc32)cc1	-16%	-1%	-1%
CCCCNC(=O)/C=C/c1cccs1	3%	-1%	-2%

Ordered by count of non-hydrogen atoms (low to high): part of the list above
SMILES	N370S GC	FEN1 inh	TDP1 inh
O=C(NCc1ccccn1)Nc1ccc(F)cc1F	-4%	-11%	/
CC(=O)Nc1ccc(SCC(=O)c2cc(C)n(-c3ccccc3)c2C)cc1	-12%	0%	7%
CCCN(CC(=O)Nc1ccc(C(N)=O)cc1)CC(=O)Nc1ccc(F)c(F)c1F	-3%	-13%	/

Going on with the list.
SMILES	N370S GC	FEN1 inh	TDP1 inh
CC(=O)N1CCN(c2ccc(NC(=O)c3ccc(F)cc3)cc2)CC1	-10%	8%	/
COc1ccc(OC)c(-c2csc(NC(=O)Cc3cccs3)n2)c1	2%	1%	5%
CSc1nc2c(c(=O)[nH]1)C(c1ccc(Cl)cc1)CC(=O)N2 (stereo not drawn)	4%	-2%	4%
CCN(CC)S(=O)(=O)c1ccc(C(=O)NCCSc2c(-c3ccc(F)cc3)[nH]c3ccccc23)cc1	/	-11%	6%
CCOC(=O)c1cc(NC(=O)N2CCCc3ccccc32)c(C)nc1C	5%	0%	7%
O=C(COC(=O)CN1C(=O)NC2(CCCCC2)C1=O)Nc1cc(F)ccc1F	/	-4%	-1%
Cc1c(C(=O)OCC(=O)NC2CCCCC2)oc2ccccc12	/	-19%	-4%
CC(C)(C)C1=CC(=Nc2ccccc2N)C=C(C(C)(C)C)C1=O	-2%	-24%	3%
Cc1ccc(C(C(=O)NC2CCCCC2)N(CCCN2CCOCC2)C(=O)c2snc(C(N)=O)c2N)cc1 (stereo not drawn)	-3%	11%	-5%
CC(C)(Sc1cc(C(C)(C)C)c(O)c(C(C)(C)C)c1)Sc1cc(C(C)(C)C)c(O)c(C(C)(C)C)c1	16%	-10%	3%
Cc1c(C)n(CCc2ccccc2)c2ncnc(NCCCO)c12	-7%	-7%	/
COc1ccc(-c2c(C)c3cc(OC(=O)N4CCOCC4)ccc3oc2=O)cc1	/	-7%	3%
S=C(NCc1ccc(Cl)cc1)Nc1ccccc1Cl	0%	2%	-3%
Cc1ccc(C(=O)Nc2cnc3sc(C)nn3c2=O)cc1	2%	1%	7%
COc1cccc(NC(=O)N2CCN(c3ccc(C(F)(F)F)cn3)CC2)c1	6%	1%	1%
Cc1cccc(Cl)c1NC(=O)N1CCN(c2ccnc3cc(Cl)ccc23)CC1	2%	-2%	4%
O=C(N/N=C/c1ccc(Cl)s1)C(O)c1ccccc1 (stereo not drawn)	-3%	0%	4%
CCn1cc(/C=C(\NC(=O)c2cc(OC)c(OC)c(OC)c2)C(=O)NCCN2CCOCC2)c2ccccc21	-4%	-21%	4%
O=c1c2c(O)cc(O)cc2oc2c(O)ccc(O[C@H]3O[C@@H](CO)[C@H](O)[C@@H](O)[C@@H]3O)c12	/	-14%	-10%
CC/C=C\C[C@H]1C(=O)CC[C@@H]1CC(=O)O	-22%	/	1%[56.1 µM]
Nc1c(NCCN2CCOCC2)c2ccccc2oc1=O	-2%	0%	4%
Cc1cccn2c(=O)c3cc(C(=O)NCCCN4CCCC4=O)n(C)c3nc12	?	-5%	0%
CCCCCn1c(=O)c2ccccc2n2c(=S)[nH]nc12	-5%	-7%	/
Clc1ccc(NNc2ccnc3cc(Cl)ccc23)cc1	0%	1%	12%
CC(C)N(C(=O)COC(=O)[C@H](C)NC(=O)c1ccco1)c1ccccc1	3%	17%	6%

Two of the compounds above, bar-delimited:
compound | N370S GC | FEN1 inh | TDP1 inh
COc1ccc(C(=O)Cn2c(NCCO)nc3ccccc32)cc1 | -16% | -1% | -1%
CCCCNC(=O)/C=C/c1cccs1 | 3% | -1% | -2%

More records follow.
SMILES	N370S GC	FEN1 inh	TDP1 inh
CCOC(=O)N1CCN(CC(O)c2ccc3c(c2)CCN3)CC1 (stereo not drawn)	5%	-8%	7%
O=C(/C=C/c1ccco1)N1CCN(c2ccccc2)CC1	-16%	-9%	5%
O=C(Nc1ccccc1N1CCCC1)c1ccc([N+](=O)[O-])o1	-15%	11%	9%
O=C(NNc1cccc(Cl)n1)Nc1ccccc1Cl	13%	-4%	0%
OCCNCC12CC3CC(CC(C3)C1)C2	-18%	-5%	-5%
CCn1c(=O)c2sccc2n2c(CCC(=O)Nc3ccc(C(C)C)cc3)nnc12	/	-7%	4%
CCSc1nnnn1-c1cccc(C(=O)O)c1	/	-13%	1%
Cc1nc(NC(=O)c2ccc(Cl)cc2)sc1-c1csc(Nc2cccc(F)c2)n1	-9%	/	9%
CC(C)C(=O)Nc1cccc(NC(=S)NC(=O)c2ccc(Cl)cc2)c1	-3%	-13%	0%
C=C(C)c1cccc(C(C)(C)NC(=O)Nc2ccc(OC)cc2)c1	-8%	8%	0%
Cc1sc(NC(=O)CCCC(=O)O)c(C#N)c1C	-10%	-15%	-3%
COc1cc(/C=N/NC(=O)CCNC(=O)c2ccccc2Cl)ccc1O	-4%	-1%	3%
Cc1cc(C(=O)NNC(=O)c2cccc(S(=O)(=O)N3CCOCC3)c2)c2ccccc2n1	-3%	25%	-3%
CCN(CC(=O)Nc1c(F)cccc1F)C(=O)c1csc2c1CCCC2	-9%	-1%	4%
COc1ccccc1CNC(=O)COC(=O)c1cccs1	/	-4%	1%
C=CC(=O)Nc1sc2c(c1C(N)=O)CCCC2	-18%	2%	-3%
Cc1cccc(C)c1NC(=O)c1sc(Cl)nc1C	-4%	5%	0%
CCOc1cccc2c1OC1(C)CC2NC(=O)N1Cc1ccccc1 (stereo not drawn)	-10%	12%	1%
Cc1cc(S(=O)(=O)NCCCn2ccnc2)c(C)cc1Cl	-7%	-13%	/
COc1ccc(N(C(=O)c2ccco2)C(C(=O)NC2CCCC2)c2ccc(N(C)C)cc2)cc1 (stereo not drawn)	-1%	1%	5%
CCCc1[nH]n(-c2ccc([N+](=O)[O-])cc2)c(=O)c1C=NCCCn1ccnc1	3%	1%	-5%
CN(C)C(=O)CSc1nnc(-c2cccs2)n1-c1ccccc1	0%	-4%	1%
CCCCN(C)CCNC(=O)C1CCN(S(=O)(=O)c2cccc3nsnc23)CC1	21%	-3%	4%
COCCN(Cc1ccc(C)c(Br)c1)C(=O)Cn1cnc(S(=O)(=O)N2CCCC2)c1	20%	6%	2%
CN(C)c1ccc(C(=S)N2CCOCC2)cc1	8%	0%	4%

Look-ups from the entries so far:
FEN1 inh with CCn1c(=O)c2sccc2n2c(CCC(=O)Nc3ccc(C(C)C)cc3)nnc12 = -7%
N370S GC with OCCNCC12CC3CC(CC(C3)C1)C2 = -18%

Next part
SMILES	N370S GC	FEN1 inh	TDP1 inh
S=C(Nc1ccccc1Cl)N1CCCC(c2ccccc2)=N1	4%	2%	4%
CN(C(=O)CSc1nnc(-c2ccc(F)cc2)n1C)C1CCS(=O)(=O)C1 (stereo not drawn)	/	-7%	0%
Cc1cc(C)nc(-n2nc(C)c3c2NC(=O)CC3c2ccccc2OC(C)C)n1 (stereo not drawn)	/	-3%	8%
Cc1ccnc(NS(=O)(=O)c2ccc(NC(=O)Cc3ccccc3)cc2)n1	3%	-5%	2%
O=C(COc1ccccc1)Nc1ccccc1F	3%	5%	/
O=C(Cn1ncc2c3ccccc3n(Cc3ccccc3)c2c1=O)NCCCN1CCCC1=O	-17%	-12%	2%
CC(C)C(NS(=O)(=O)c1cccs1)C(=O)N1CCC(C(N)=O)CC1 (stereo not drawn)	/	17%	-8%
COc1ccc(OCC(=O)Nc2ccc3c(c2)nc(CCn2ccccc2=O)n3C)cc1	0%	-13%	3%
O=C(Nc1ccc(N2CCCCC2)c(C(=O)O)c1)c1ccco1	1%	-1%	4%
CN(C)CCNc1nc2c(c(=O)[nH]c(=O)n2C)n1CC(O)COc1ccc(Cl)cc1Cl (stereo not drawn)	3%	11%	2%
CCC/C(=N\NC(=O)c1csc(C)c1C)c1cccs1	10%	0%	8%
COc1cc(CCC(=O)Nc2ccc(S(=O)(=O)NC3=NCCCCC3)cc2)cc(OC)c1OC	-23%	29%	3%
Cc1cc2c(cc1S(=O)(=O)N1CCN(c3cccc(C)c3C)CC1)OCCN2C	2%	1%	/
CSc1ncccc1C(=O)OCn1nnc2ccccc2c1=O	10%	?	0%
CCOc1cc(/C=C/c2cc(C(=O)O)c3ccccc3n2)ccc1O	10%	-5%	-5%
COc1ccc(CN2CCC(Oc3ccc(C(=O)N4CCCC4)cc3)CC2)c(F)c1	-1%	-13%	0%
CNc1c(NS(=O)(=O)c2ccc(F)cc2)c(=O)oc2ccccc12	-15%	-1%	/
Cc1cc(C(=O)CSc2ccc3c(c2)OCCO3)c(C)n1C1CC1	?	8%	11%
COc1ccc2c(c1)nc(NCCCO)n2Cc1ccccc1	-5%	8%	-1%
Cc1cccc(C)c1NC(=O)C1CCCN1S(=O)(=O)c1ccc(-c2ccc(=O)[nH]n2)s1 (stereo not drawn)	-16%	-5%	5%
Cn1c(=O)c2cc(C(=O)NCCCN3CCN(c4ccc(F)cc4)CC3)sc2c2ccccc21	/	0%	2%
O=C1c2ccccc2C(Nc2ccc(-c3nc4ccccc4[nH]3)cc2)N1Cc1ccco1 (stereo not drawn)	7%	9%	3%
CCC(C)c1ccc(NC(=S)NC2CCN(Cc3ccccc3)CC2)cc1 (stereo not drawn)	-14%	-2%	2%
COC(c1ccc(Cl)cc1)(c1ccc(Cl)cc1)C(Oc1nc(C)cc(C)n1)C(=O)O (stereo not drawn)	2%	-17%	/
Cc1sc(NC(=O)CN(Cc2ccc(F)cc2)C(=O)C(C)(C)C)c(C(N)=O)c1C	3%	-17%	2%
CCC1=C2CC[C@H]3C(=O)N(CC)C(=O)[C@H]3[C@H]2[C@@]2(Cc3ccccc3)C(=O)N(CCOC)C(=O)N2C1=O	-9%	/	4%
Cc1[nH]n(-c2ccccc2)c(=O)c1N=Nc1ccc2c(c1)OCCO2	4%	0%	1%
O=C(O)CCc1ccc(-c2ccc(Br)cc2)n1-c1ccccc1O	/	-6%	8%
CCCn1c(=O)c2ccccc2n2c(SCCOc3ccc(OC)cc3)nnc12	6%	2%	-2%
c1ccc(-c2cc(-c3ccncc3)nc3ccc4ccccc4c23)cc1	-7%	-11%	3%

Part of the list above, reduced to FEN1 inh:
| molecule | FEN1 inh |
| --- | --- |
| S=C(Nc1ccccc1Cl)N1CCCC(c2ccccc2)=N1 | 2% |
| CN(C(=O)CSc1nnc(-c2ccc(F)cc2)n1C)C1CCS(=O)(=O)C1 (stereo not drawn) | -7% |
| Cc1cc(C)nc(-n2nc(C)c3c2NC(=O)CC3c2ccccc2OC(C)C)n1 (stereo not drawn) | -3% |
| Cc1ccnc(NS(=O)(=O)c2ccc(NC(=O)Cc3ccccc3)cc2)n1 | -5% |
| O=C(COc1ccccc1)Nc1ccccc1F | 5% |
| O=C(Cn1ncc2c3ccccc3n(Cc3ccccc3)c2c1=O)NCCCN1CCCC1=O | -12% |
